# PI5P4Ka inh: PI5P4K alpha (human) kinase inhibition | PI5P4Kalpha enzyme, ADP-Glo luminescence, 60 min; hits give low values | 330,000 compounds, 1.2% hits | max response, % | AID 652105; active = max response of -50% or lower; inconclusive = between -30% and -50%; inactive = -30% or higher; note: value at the top dose of about 77 µM; % is set by controls: 0 for no effect and ±100 for the full control effect
# Target sequence (P48426 whole entry, looked up): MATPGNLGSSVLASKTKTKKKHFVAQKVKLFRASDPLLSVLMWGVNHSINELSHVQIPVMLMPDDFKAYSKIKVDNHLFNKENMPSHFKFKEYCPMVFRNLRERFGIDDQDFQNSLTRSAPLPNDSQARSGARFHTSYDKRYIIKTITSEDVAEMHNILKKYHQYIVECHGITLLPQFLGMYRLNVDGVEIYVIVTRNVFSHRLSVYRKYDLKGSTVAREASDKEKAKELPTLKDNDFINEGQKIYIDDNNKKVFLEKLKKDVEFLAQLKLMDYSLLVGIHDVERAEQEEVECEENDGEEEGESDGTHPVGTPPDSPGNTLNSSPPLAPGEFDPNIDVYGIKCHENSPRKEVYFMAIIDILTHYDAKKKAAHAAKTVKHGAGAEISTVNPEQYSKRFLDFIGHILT
#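 Quantitative HTS of the MLSMR library against PI5P4Kalpha with substrate. ATP added last at 5 microM final; room temperature, 60 minutes. Remaining ATP depleted, ADP converted and read as luminescence.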
# PTHR1 ag: PTHR1 (human) receptor agonism; 410,000 compounds, 0.075% hits; Potency, µM (highest dose often 115 µM), for inactives: at the highest dose activation, actives largely listed as activators; Q03431; HEK293 GP2 PTHR1 cells, GloSensor cAMP luminescence, 1 h; note: potency is the fitted concentration of half-maximal effect; nearly all actives have a fitted effect of over 55% in size; some results filed as inactive show a strong effect at the top dose; inactives centre near -15; many of its hits are not listed in these tables
#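 HEK-293-derived GP2 cells expressing PTHR1 and a GloSensor cAMP reporter, 3,000/well, plated overnight, given luciferin plus IBMX (each 0.5 mM as added) for 1 h at 37 °C, then compound for 1 h at 37 °C. Luminescence was read after 15 min at room temperature.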
# EPAC1 antagonist: blocks human EPAC1 exchange factor | EPAC1 GEF assay, Rap1b-BODIPY-GDP exchange fluorescence | Potency, µM (highest dose often 115 µM), inactives show top-dose activity change, negative = inhibition, hits mostly inhibitors | 360,000 compounds, 0.14% hits;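 note: potency is the fitted concentration of half-maximal effect; plate controls were vehicle for no effect and positive control for full effect; nearly all actives have a fitted effect of over 50% in size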
# GLP-1R agonist: agonists of human GLP-1 receptor; P43220; HEK293 GLP-1R CRE-luciferase, luminescence, 4-6 h; cells express a hypersensitive GLP-1R form; Potency, µM (top dose mostly 45.6 µM), inactives show at the highest dose activation, actives largely listed as activators; 380,000 compounds, 0.007% hits; AID 624172; note: potency is the fitted concentration of half-maximal effect; % of control where 0% means no effect
# Target sequence (P43220 whole entry, looked up): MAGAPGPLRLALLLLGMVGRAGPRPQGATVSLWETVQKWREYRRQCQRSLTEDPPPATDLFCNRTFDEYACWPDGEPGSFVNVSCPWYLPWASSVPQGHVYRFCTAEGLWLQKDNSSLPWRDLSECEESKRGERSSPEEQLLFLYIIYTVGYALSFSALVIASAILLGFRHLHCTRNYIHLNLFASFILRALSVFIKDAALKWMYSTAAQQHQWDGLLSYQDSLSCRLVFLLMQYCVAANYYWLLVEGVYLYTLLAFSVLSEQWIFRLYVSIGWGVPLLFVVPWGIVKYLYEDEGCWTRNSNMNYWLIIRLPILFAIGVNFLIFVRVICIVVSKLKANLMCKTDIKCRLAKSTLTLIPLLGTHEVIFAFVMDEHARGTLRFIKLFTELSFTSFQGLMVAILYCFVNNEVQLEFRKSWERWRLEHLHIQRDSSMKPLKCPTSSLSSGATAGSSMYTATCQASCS
# GLP-1R inv ag: inverse agonists of human GLP-1 receptor; P43220; HEK293 GLP-1R CRE-luciferase, luminescence, 24 h; GLP-1R form is constitutively active; Potency, µM (titrated, usually from 38.3 µM), for the others: top-dose activity change, negative = inhibition, hits mostly inhibitors; 410,000 compounds, 1.6% hits; AID 624417; note: potency is the fitted concentration of half-maximal effect; % is set by controls: 0 for no effect and ±100 for the full control effect; nearly all actives have a fitted effect of over 55% in size
#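 Using stably transfected HEK293 (constitutively active GLP-1R, cAMP-luciferase reporter), compounds were incubated 24 hr and luciferase measured by luminescence.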
# PLK1 PBD block: blocks phosphopeptide binding to human PLK1 polo-box domain | P53350 | Plk1 PBD binding of FITC phosphopeptide, fluorescence polarization | Potency, µM, inactives show max response, negative = inhibition, usual class: inhibitors | 360,000 compounds, 2.8% hits; note: potency is the fitted concentration of half-maximal effect; series mostly up to about 57 µM; % is set by controls: 0 for no effect and ±100 for the full control effect; nearly all actives have a fitted effect of over 65% in size
# IL2 activator: activates IL-2 in a cell-based reporter assay; IL-2 activation reporter assay, cell-based qHTS; stimulated with anti-CD3/CD4/CD28 beads; in transgenic mouse T cells; activation, % (series mostly up to about 46 µM); 360,000 compounds, 0.065% hits; in the data active = activation above about 50%; inconclusive = mostly about 30% to 49%; note: 0% is about no effect
#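 Unstimulated transgenic mouse T cells, 750 per well, received compound and, after 60 minutes, anti-CD3/anti-CD4 bead plus anti-CD28 stimulation. EGFP and DsRed were quantified after 18 hours.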
# GLP1R cytotox: cytotoxicity in counter-screen for GLP-1R inverse agonists; HEK293 cAMP-luciferase reporter cells, luminescence, 24 h; Potency, µM (top dose mostly 38.3 µM), for the others: top-dose activity change, negative = inhibition, usual class: inhibitors; 410,000 compounds, 0.13% hits; AID 624418;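 note: loss of luciferase light is scored as toxicity; potency is the fitted concentration of half-maximal effect; % is set by controls: 0 for no effect and ±100 for the full control effect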
#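 Here, cytotoxicity is scored as loss of luminescence. The MLSMR collection was tested on cells seeded in medium containing 10% Nu serum, with a 24 hr compound exposure preceded by 12 hours of culture.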
# EPAC1 ag: EPAC1 (human) agonism; EPAC1 agonist qHTS, biochemical assay; response scale: 100% = response to 6.5 mM cAMP; Potency, µM (doses to about 154 µM), inactives show top-dose activation, actives largely listed as activators; 360,000 compounds, 0.073% hits; AID 720707; note: potency is the fitted concentration of half-maximal effect; nearly all actives have a fitted effect of over 60% in size
#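 EPAC1 100 nM, Rap1B–BODIPY-GDP 250 nM, unlabeled GDP 50 uM; compound titration; 5 min RT; kinetic read ex480/em540 at 5-min intervals ×30 min; data normalized to 6.5 mM cAMP agonist control.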
# * hit, by the source's call; i = inactive; ? = inconclusive; / = not tested or not shown; [ ] = remark or other dose. Unless noted, calls come from the whole dose curve; as a rule, active = well fitted curve in the direction sought with a large enough effect; inconclusive = small, poorly fitted or top-dose-only effect, or another doubt; inactive = no such curve, though single readings can be large; an effect the other way counts as inactive or inconclusive. Only part of the results is shown; rates above refer to the full screens.
SMILES,PI5P4Ka inh,PTHR1 ag,EPAC1 antagonist,GLP-1R agonist,GLP-1R inv ag,PLK1 PBD block,IL2 activator,GLP1R cytotox,EPAC1 ag
COc1ccc(NC(=O)c2ccc3c(c2)NC(=O)CS3)cc1,-1,-51%[inhibitor],4%,-5%,4%,10%,1.3,0%,-17%
CCc1ccc2[nH]c(=O)c(CN(CCCN3CCOCC3)C(=O)Nc3ccccc3)cc2c1,-2,-19%[57.5 µM],-3%,-11%,?,-1%,-0.1,-24%,-7%
CCOC(=O)NN1C(=O)c2ccccc2NC1c1ccc(OC)cc1OC (stereo not drawn),0,i,-20%,-2%,-17%,-6%,0.1,16%,14%
COc1ccc(NC(=O)Cc2c(F)cccc2Cl)c(OC)c1,-5,i,-7%,1%,0%,-7%,-0.3,-1%,-8%
COc1ccc(NCC(=O)Nc2cccc(C(F)(F)F)c2)cc1S(=O)(=O)N1CCOCC1,-1,-44%[inhibitor],-8%,-8%,?,-29%,0.8,1%,-4%
COc1ccncc1-c1csc(C(O)c2ccccc2)n1 (stereo not drawn),0,i,-1%,-6%,-18%,-5%,0.1,-4%,-7%
Cc1ccc(S(=O)(=O)Nc2cc(S(=O)(=O)N3CCCCC3)ccc2N2CCOCC2)cc1,0,i,-7%,9%,9%,-6%,0.3,0%,-6%
NC(=O)c1ccc(NC(=O)c2ccc(COc3ccc(F)cc3)o2)cc1,0,-13%,6%,5%,10%,5%,0.2,0%,-3%
Cc1c(Br)c([N+](=O)[O-])nn1C(C)C(=O)N1CCc2ccccc2C1 (stereo not drawn),-7,-8%,0%,0%,?,-3%,-0.1,-16%,-3%
Cc1ccccc1NC(=O)C(=O)NCCCN1CCCC1=O,0,i,-8%,1%,24%,0%,0.0,-1%,-2%
O=C(O)c1ccccc1-c1ccccc1C(=O)NNc1ccccc1,-4,i,6%,-3%,2.2µM*,-9%,-1.5,-8%,1%
CC(O)CNc1nc(Cl)c(C#N)s1 (stereo not drawn),3,i,-1%,2%,16%,-6%,-0.2,6%,6%
Cc1cccc(NC(=O)c2ccc3nccnc3c2)c1C,-1,i,-2%,1%,-10%,?,-0.1,2%,2%
Cc1ccc(F)c(S(=O)(=O)NC(=O)C2(C)CCN2C(=O)Cc2ccccc2Cl)c1 (stereo not drawn),-1,i,-3%,-1%,-13%,-9%,-0.7,-1%,2%
c1ccc(CCc2nc(-c3ccccn3)no2)cc1,/,-2%,0%,-4%,54%[activator],0%,0.2,9%,-2%
COC(=O)CCC(=O)Nc1ccccc1C(N)=O,/,?,3%,-1%,1%,-8%,-0.1,1%,13%
N#CC1=C2SCN(Cc3ccco3)CN2C(=O)CC1c1ccc(Cl)cc1 (stereo not drawn),?,i,-12%,-10%,0%,27µM*,-1.2,11%,4%
O=C(CN1CCN(c2cccc(C(F)(F)F)c2)CC1)NCc1ccccc1,11,-27%,-25%,1%,?,-12%,0.8,-5%,-9%
O=C([C@@H]1CCCN1C(=O)c1cccs1)N1CCN(S(=O)(=O)c2ccccc2F)CC1,1,i,-24%,1%,-5%,-9%,-0.4,-8%,13%
Cn1c(N)c(C(=O)COC(=O)CNC(=O)c2ccc(Cl)cc2Cl)c(=O)n(C)c1=O,-3,i,-3%,4%,5%,2%,0.0,-4%,12%

# Entries of single compounds from above. Screens in order: PI5P4Ka inh	PTHR1 ag	EPAC1 antagonist	GLP-1R agonist	GLP-1R inv ag	PLK1 PBD block	IL2 activator	GLP1R cytotox	EPAC1 ag
# Cc1ccc(S(=O)(=O)Nc2cc(S(=O)(=O)N3CCCCC3)ccc2N2CCOCC2)cc1 is listed as 0	i	-7%	9%	9%	-6%	0.3	0%	-6%
# CCc1ccc2[nH]c(=O)c(CN(CCCN3CCOCC3)C(=O)Nc3ccccc3)cc2c1 is listed as -2	-19%[57.5 µM]	-3%	-11%	?	-1%	-0.1	-24%	-7%
# NC(=O)c1ccc(NC(=O)c2ccc(COc3ccc(F)cc3)o2)cc1 is listed as 0	-13%	6%	5%	10%	5%	0.2	0%	-3%
# Cc1c(Br)c([N+](=O)[O-])nn1C(C)C(=O)N1CCc2ccccc2C1 (stereo not drawn) is listed as -7	-8%	0%	0%	?	-3%	-0.1	-16%	-3%
# Cc1ccccc1NC(=O)C(=O)NCCCN1CCCC1=O is listed as 0	i	-8%	1%	24%	0%	0.0	-1%	-2%

# Further compounds follow.
SMILES,PI5P4Ka inh,PTHR1 ag,EPAC1 antagonist,GLP-1R agonist,GLP-1R inv ag,PLK1 PBD block,IL2 activator,GLP1R cytotox,EPAC1 ag
Cc1cccc(Cn2c(-c3ccc[nH]c3=O)nc3ccccc32)c1,-15,i,1%,-1%,-10%,-8%,1.1,3%,-12%
CC(C)CSc1nnc2[nH]c(=O)cc(N)n12,-11,4%[57.5 µM],1%,22%,17%,-7%,-0.4,-2%,1%
Cc1cccc(Nc2nc(NCCO)nc(N3CCCC3)n2)c1,/,i,-4%,18%,/,/,-0.1,/,-4%
NS(=O)(=O)c1ccc(NC(=S)NCc2cccs2)cc1,-5,-10%,2%,4%,-4%,24µM*,-0.8,2%,3%
CCN(CC(=O)Nc1c(F)cccc1F)C(=O)c1cc(C)oc1C,0,-18%,10%,2%,-2%,-1%,-3.7,-15%,-1%
Cc1cccc(C)c1NC(=S)N1CCCN(C)CC1,-8,i,-22%,0%,-14%,-7%,2.2,1%,4%
O=C(NCc1ccc(Cl)cc1)C1CCN(C(=O)Cc2ccccc2)CC1,-4,-33%[inhibitor],3%,0%,-30%,-5%,-2.8,7%,-4%
CCOc1ccc(CC(=O)Nc2sc(Cc3ccccc3)cc2C(N)=O)cc1OCC,/,i,-5%,1%,0%,17µM*,-1.3,5%,17%
O=C(O)C1CCN(C(=O)c2ccccc2Cl)CC1,/,i,8%,-13%,3%,-3%,-1.3,-9%,2%
FC(F)(F)c1ccc(Cl)c(-n2c(-c3ccco3)n[nH]c2=S)c1,-20,i,-10%,-2%,0%,-13%,-0.1,-12%,0%
CCCOc1cccc(-c2cc(-c3n[nH]c(=S)n3CC)c3ccccc3n2)c1,/,-7%[57.5 µM],-15%,18%,0%,-11%,-1.2,8%,26%
CCN1CCN(C(=O)Nc2ccc(Cc3ccc(NC(=O)N4CCN(CC)CC4)cc3)cc2)CC1,/,-2%[57.5 µM],-7%,-7%,0%,-6%,-2.4,0%,3%
COCCCN1C(=O)C(=O)/C(=C(/O)c2ccc(OC)cc2)C1c1cccc(OC)c1 (stereo not drawn),1,-6%[57.5 µM],10%,-16%,5%,1%,-0.3,-4%,-7%
CCCCCNC(=O)C(c1ccc(OC)cc1)n1c(=O)c(-c2ccco2)nc2ccccc21 (stereo not drawn),-24,i,-5%,/,?,-12%,-0.8,-17%,5%
O=C(NC1CCCCC1)c1ccc2c(=O)n(CC3CCCO3)c(=O)[nH]c2c1 (stereo not drawn),11,i,?,-6%,-14%,2%,3.8,-12%,17%
Cc1ccc(Cn2cc(SCC(=O)Nc3nccs3)c3ccccc32)cc1,4,-10%,-18%,-2%,14%,-22%,-3.6,4%,-2%
O=C(c1cccc(F)c1)N1CCN(C(=O)c2cc3nc(-c4ccco4)cc(C(F)(F)F)n3n2)CC1,-8,-5%,-7%,20%,22%,-10%,-0.1,31%,0%
CCN1C(=O)C(=O)N(CC(=O)Nc2ccccc2Oc2ccccc2)C1=O,0,i,-25%,2%,-22%,-23%,-2.0,-1%,-2%
COc1ccc(C2/C(=C(/O)c3ccccc3)C(=O)C(=O)N2CCCN2CCOCC2)cc1 (stereo not drawn),2,i,-2%,-1%,8%,-5%,-0.9,1%,6%
O=C(c1nc(SCc2ccc([N+](=O)[O-])cc2)n2ccccc12)C(F)(F)F,14,i,-1%,13%,3%,-13%,0.4,15%,2%
Cc1ccc(NC(=O)c2nsc(Cl)c2Cl)cc1,0,-60%,-14%,3%,7%,-1%,-0.1,4%,8%
Oc1ccc2cc(Br)ccc2c1CN1CCCC1,10,5%,-28%,-6%,-32%,?,-0.2,1%,8%
Cc1ccc(C2CC(c3ccccc3)=NN2c2ccc(S(N)(=O)=O)cc2)cc1 (stereo not drawn),0,-17%,-22%,-1%,?,-12%,-0.3,41%[activator],5%
Cn1c(SCC(=O)NCC2CCCO2)nnc1-c1cccc(NC(=O)c2ccccc2F)c1 (stereo not drawn),-4,i,0%,5%,4%,-2%,-0.7,0%,8%
CN(C)S(=O)(=O)c1ccc(C(=O)N2CCC(c3nc4ccccc4o3)CC2)cc1,/,-25%,0%,-8%,4%,-3%,-0.7,-4%,5%
COc1ccc(/C=N/N(C(C)=O)c2nc(-c3ccc(C)cc3)cs2)cc1,1,i,0%,-3%,5%,-6%,-0.1,-7%,-4%
C=CCN(c1ccc(C(=O)NCCSc2ccccc2)cc1)S(C)(=O)=O,-4,-77%[inhibitor],6%,4%,-8%,-8%,0.6,-4%,-7%
S=C(c1cn(Cc2ccc(Br)cc2)c2ccccc12)N1CCOCC1,2,-6%,-27%,-2%,?,30µM*,2.7,20%,12%
CCc1cccc(NC(=O)c2cccc(S(=O)(=O)N3CCN(C)CC3)c2)c1,-6,-15%,-19%,15%,?,-11%,-0.6,0%,7%
COc1ccc(NC(=O)Cn2nc3n(c2=S)CCC3)cc1,11,0%,4%,-2%,2%,-2%,-0.1,-3%,2%
COc1ccc(NC(=O)NCCCN2CCN(c3ccccc3F)CC2)cc1,0,i,-4%,2%,-14%,1%,2.7,?,4%
CCc1ccc(-n2c(=O)c3sc4ccccc4c3n(CC(=O)N(CC)Cc3ccccc3)c2=O)cc1,/,-10%,/,-1%,10%,/,/,-8%,/
Cc1cc(C)c2c(n1)SCC(=O)N2CC(=O)NCCC1=CCCCC1,1,i,-5%,12%,-6%,-6%,-2.3,-2%,-25%
NC(=O)CSc1nnc(-c2ccc([N+](=O)[O-])cc2)o1,5,-15%,-26%,0%,-10%,-6%,3.5,2%,1%
N#Cc1c(-c2cccs2)nc(SCC(=O)c2cccs2)[nH]c1=O,-70*,i,-27%,-10%,-21%,-19%,2.8,12%,3%
CN(C)C(=O)c1cc2cc([N+](=O)[O-])ccc2s1,2,i,-2%,-2%,45%[activator],-26%,-3.2,0%,-19%
